# Screens from PubChem BioAssay.
# PP1 inh: blocks human PP1-alpha phosphatase, a PP5 counter-screen; inhibition, % at 6.7 µM; P62136; purified PP1alpha, OMFP fluorescence; actives 0.9% (n = 320,000);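 active = inhibition above the mean inhibition of all tested compounds plus 3 SD, computed separately for each screening campaign, cut at about 15% in these data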
# Target sequence (P62136 whole entry, looked up): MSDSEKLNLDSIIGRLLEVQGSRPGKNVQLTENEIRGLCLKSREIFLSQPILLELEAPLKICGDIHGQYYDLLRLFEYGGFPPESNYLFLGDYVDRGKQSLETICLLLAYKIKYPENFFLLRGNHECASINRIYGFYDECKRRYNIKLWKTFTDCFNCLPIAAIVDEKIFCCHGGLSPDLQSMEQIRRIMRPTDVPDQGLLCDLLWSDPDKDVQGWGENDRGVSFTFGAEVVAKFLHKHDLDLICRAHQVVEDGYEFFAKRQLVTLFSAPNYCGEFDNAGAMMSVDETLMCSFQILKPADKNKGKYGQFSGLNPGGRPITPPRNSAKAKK
# ZTA DNA inh: counter-screen for EBNA-1 inhibitors: inhibitors of Epstein-Barr virus ZTA; P03206; AID 2234; ZTA-DNA binding, fluorescence polarization; actives 0.15% (n = 320,000); inhibition, % at 11 µM; in the data active = inhibition above about 33%
# Target sequence (P03206 whole entry, looked up): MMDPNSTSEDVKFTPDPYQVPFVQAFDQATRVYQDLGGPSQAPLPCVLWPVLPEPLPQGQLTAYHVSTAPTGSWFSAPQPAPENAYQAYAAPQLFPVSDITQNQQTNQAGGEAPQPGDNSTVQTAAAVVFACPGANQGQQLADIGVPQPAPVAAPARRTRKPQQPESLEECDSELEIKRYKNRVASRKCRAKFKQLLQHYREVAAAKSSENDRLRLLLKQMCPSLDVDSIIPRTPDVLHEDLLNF
# TPT1 inh: inhibitors of Candida albicans tRNA 2'-phosphotransferase TPT1; actives 0.81% (n = 300,000); recombinant caTPT1, FP RNA substrate dephosphorylation; inhibition, % at 5 µM; AID 1962;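 active = inhibition above the mean of all tested compounds plus 3 SD, set per screening campaign, cut at about 24% in these data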;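 note: plate controls were DMSO alone for no effect and ferristatin control at 100 nM for full effect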
# Efflux pump inh: blocks antifungal efflux pumps in multiplex yeast assay; S. cerevisiae Candida pump triplex, Nile Red efflux; inhibition, % at 10 µM; actives 0.44% (n = 330,000); AID 485275;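 active = plate passing quality check with inhibition over a set limit, or well fluorescence over plate mean plus 4 SD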;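 note: Nile Red retained in pooled yeast measured as flow cytometry median fluorescence; 0% = buffer negative control and 100% = Enniatin B positive control; higher means more Nile Red kept so more efflux inhibition; some compounds called inactive have numbers as strong as hits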
# HCV core dimer: blocks dimerization of HCV core protein. TR-FRET GST/Flag-core106 dimerization, 1536-well. inhibition, % at 5 µM. actives 0.33% (n = 300,000). AID 1899;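 active = inhibition above the mean of all tested compounds plus 3 SD, set per screening campaign, cut at about 45% in these data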
#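 Test system: GST/Flag-tagged HCV core106 proteins; Medium: KF-containing HEPES buffer, pH 7.45, DTT, CHAPS, BSA; Times: compound-protein-antibody incubation 4 h at 22.5 °C; Detection: TR-FRET 671 and 617 nm emission; Benchmarks: wells lacking GST-core106 and wells with excess unlabelled core106.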
# PP5 primary: inhibitors of human protein phosphatase 5 (PP5). inhibition, % at 6.7 µM. actives 0.18% (n = 320,000). AID 1987. purified PP5c, OMFP substrate fluorescence. P53041;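 active = inhibition above the campaign's mean inhibition across all tested compounds plus 3 SD, cut at about 9.5% in these data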;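 note: 0% = DMSO only and 100% = 100 µM cantharidin control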
# Target sequence (P53041 whole entry, looked up): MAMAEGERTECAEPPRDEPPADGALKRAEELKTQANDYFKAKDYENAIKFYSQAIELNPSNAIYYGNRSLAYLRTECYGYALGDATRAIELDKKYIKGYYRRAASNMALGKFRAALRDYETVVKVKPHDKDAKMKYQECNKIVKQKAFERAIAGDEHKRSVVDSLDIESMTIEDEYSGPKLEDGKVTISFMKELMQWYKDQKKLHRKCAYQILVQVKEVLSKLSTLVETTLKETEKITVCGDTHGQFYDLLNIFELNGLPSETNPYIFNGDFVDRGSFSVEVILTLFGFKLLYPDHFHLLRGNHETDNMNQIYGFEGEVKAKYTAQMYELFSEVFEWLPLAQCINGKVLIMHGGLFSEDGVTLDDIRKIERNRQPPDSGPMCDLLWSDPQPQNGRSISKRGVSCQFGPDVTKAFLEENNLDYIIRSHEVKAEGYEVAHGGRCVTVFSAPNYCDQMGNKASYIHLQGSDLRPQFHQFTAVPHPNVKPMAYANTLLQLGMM
# Fh CTSL1 inh: counter-screen for PFM18AAP inhibitors: inhibitors of F. hepatica cathepsin L1. recombinant F. hepatica cathepsin L1, Z-Leu-Arg-MCA fluorescence. inhibition, % at 5.96 µM. actives 0.49% (n = 300,000). AID 1906;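 active = inhibition above the mean of all tested compounds plus 3 SD, set per screening campaign, cut at about 17% in these data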;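 note: 0% = plate median of test compound wells and 100% = 1 µM Z-Phe-Ala-diazomethylketone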
# EBNA-1 inhibitor: blocks EBNA-1 binding to DNA; EBNA-1 DNA binding, fluorescence polarization; inhibition, % at 14.8 µM; actives 0.34% (n = 300,000); in the data active = inhibition above about 28%
# PREPL inhibitor: inhibitors of human prolyl oligopeptidase-like enzyme PREPL. Q4J6C6. recombinant PREPL, fluorescence polarization activity-based probe. inhibition, % at 5.96 µM. actives 0.68% (n = 320,000). AID 2751; in the data active = inhibition above about 43%;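 note: 0% = enzyme with DMSO and 100% = wells lacking enzyme; many of its hits are not listed in these tables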
# * marks the source's active call; other numbers are inactive results; . = not tested or not shown.
SMILES,PP1 inh,ZTA DNA inh,TPT1 inh,Efflux pump inh,HCV core dimer,PP5 primary,Fh CTSL1 inh,EBNA-1 inhibitor,PREPL inhibitor
COc1cccc(NC(=S)N(CCCN2CCOCC2)C(C)c2cc3cccc(OC)c3o2)c1 (stereo not given),-0.1,-4.4,1.3,0.4,0.7,0.6,0.0,-2.1,10.9
O=C(N/N=C/c1ccoc1)c1ccccc1,0.8,-12.9,4.8,0.0,-12.6,1.6,3.2,-4.8,-0.8
CCOC(=O)CC(NS(=O)(=O)c1ccc(OC)c(OC)c1)c1cccc([N+](=O)[O-])c1 (stereo not given),-1.2,-10.4,-1.2,-0.1,-6.5,0.9,-2.0,-5.4,3.2
Cc1ccc(C(C(=O)NC2CCCCC2)N(Cc2cccnc2)C(=O)c2csnn2)cc1 (stereo not given),0.8,-7.9,-4.0,0.1,0.6,1.4,-4.2,5.0,-6.1
Cc1c(NC(=O)c2ccc(F)c(S(=O)(=O)N3CCOCC3)c2)c(=O)n(-c2ccccc2)n1C,-2.1,-5.5,-3.1,-0.1,-5.2,2.0,-4.1,3.3,-6.9
CC(C)CC1(C)N=C(c2ccccc2)C(=S)N1 (stereo not given),-4.1,-9.9,4.2,-0.1,1.1,2.2,0.5,-4.6,-15.4
CC(C(=O)Nc1ccccc1)c1ccc(-c2ccccc2)c(F)c1 (stereo not given),3.1,11.0,-5.0,0.0,5.6,3.3,-2.4,4.7,2.7
CCn1c(-c2ccccc2)c[nH]c1=S,1.2,-4.5,-1.4,-0.1,-4.3,2.0,-0.3,-4.6,1.5
CCn1c(Cc2cccn2C)nnc1SCC(=O)c1ccc(C)cc1,3.2,-5.2,-8.4,0.0,12.1,1.1,-0.3,3.9,4.8
O=C(COC(=O)c1cnccn1)c1ccc(C2CCCCC2)cc1,-1.9,9.0,-3.4,0.3,6.3,1.3,-16.2,8.1,-14.8
C=CCn1c(NC(=O)CC)c(C(=O)OCC)sc1=S,-0.9,9.4,5.8,-0.1,2.9,1.4,-2.1,-10.3,-3.5
CCc1nc2ccccc2c(C(=O)OCCN2C(=O)c3ccccc3C2=O)c1C,-1.1,-0.9,5.6,-0.1,2.4,0.3,0.9,6.3,-10.3
COc1ccc(C(=O)NC(=S)NNC(=O)c2ccccc2C)cc1,-0.3,-3.9,4.2,0.0,0.1,0.6,2.6,2.1,-0.3
CC1CCc2sc(C(=O)N/N=C/c3ccc([N+](=O)[O-])cc3)cc2C1 (stereo not given),3.6,-1.6,0.7,0.0,37.6,3.2,1.5,-2.7,-0.7
CCOC(=O)N1CCN(C(=O)c2ccc3c(=O)n(CCC4=CCCCC4)c(=S)[nH]c3c2)CC1,-4.7,-3.6,1.6,-0.1,16.4,0.2,0.4,2.0,0.7
CC(OC(=O)C1=NNC(=O)CC1)C(=O)Nc1ncc(Cl)cc1Cl (stereo not given),-2.4,-6.6,-1.8,0.1,-0.8,-0.2,-4.0,-4.6,13.7
CC1=Nc2cc(C(=O)N3CCCCC3)ccc2Sc2ccc(C)cc21,1.9,10.8,-1.7,0.0,17.7,0.3,2.2,4.5,7.8
COC(=O)C1C(=O)NCC1c1ccccc1 (stereo not given),-0.1,-1.7,-4.8,0.1,2.3,2.0,-0.4,-2.2,-7.5
O=Cc1ccnc(-c2ccc(OC(=O)c3ccco3)cc2)n1,0.3,6.2,-2.0,0.0,1.8,-1.3,3.2,4.6,21.3
COC(=O)c1cc(OC)c(OC)cc1NC(=O)c1ccco1,-2.0,0.7,-0.1,-0.1,1.9,0.6,2.0,6.5,-8.8

# An excerpt from further up, as a working copy:
SMILES,PP1 inh,ZTA DNA inh,TPT1 inh,Efflux pump inh,HCV core dimer,PP5 primary,Fh CTSL1 inh,EBNA-1 inhibitor,PREPL inhibitor
COc1cccc(NC(=S)N(CCCN2CCOCC2)C(C)c2cc3cccc(OC)c3o2)c1 (stereo not given),-0.1,-4.4,1.3,0.4,0.7,0.6,0.0,-2.1,10.9
O=C(N/N=C/c1ccoc1)c1ccccc1,0.8,-12.9,4.8,0.0,-12.6,1.6,3.2,-4.8,-0.8
CCOC(=O)CC(NS(=O)(=O)c1ccc(OC)c(OC)c1)c1cccc([N+](=O)[O-])c1 (stereo not given),-1.2,-10.4,-1.2,-0.1,-6.5,0.9,-2.0,-5.4,3.2
Cc1ccc(C(C(=O)NC2CCCCC2)N(Cc2cccnc2)C(=O)c2csnn2)cc1 (stereo not given),0.8,-7.9,-4.0,0.1,0.6,1.4,-4.2,5.0,-6.1

# Remaining list, next part:
SMILES,PP1 inh,ZTA DNA inh,TPT1 inh,Efflux pump inh,HCV core dimer,PP5 primary,Fh CTSL1 inh,EBNA-1 inhibitor,PREPL inhibitor
O=C(O)c1cnn2c(-c3ccc(F)cc3)ccnc12,-0.5,-6.9,-5.8,0.0,1.3,-0.2,1.4,2.1,1.6
Cc1cc(C(F)(F)F)n2ncc(C(=O)O)c2n1,-2.6,0.4,2.0,-0.2,-1.9,0.6,-0.9,6.5,1.0
c1ccc(Cc2nnc(N3CCOCC3)c3ccccc23)cc1,1.7,6.2,2.8,0.0,-0.6,-0.4,2.6,-5.5,-16.8
COc1ccc(S(=O)(=O)n2nc(C)c(S(=O)(=O)N3CCOCC3)c2C)cc1,-2.8,-1.5,1.6,-0.1,-3.0,1.9,0.7,6.2,-1.6
COc1ccc(/C=N/NC(=O)c2ccccc2[N+](=O)[O-])cc1CN1CCc2cc(OC)c(OC)cc2C1C (stereo not given),-2.5,14.3,-1.3,0.1,3.7,0.5,2.0,-9.7,9.0
CC(NC(=O)COC(=O)C1CCN(S(=O)(=O)c2ccccc2C(F)(F)F)CC1)c1ccccc1 (stereo not given),6.9,7.2,2.6,0.6,2.2,4.6,-6.2,5.7,2.2
S=c1[nH]nc(-c2ccco2)n1/N=C/c1cccs1,-3.0,16.1,-3.6,0.0,-1.0,2.4,2.7,1.9,-1.1
COC(=O)CC1=NN(c2ccc(OC)cc2)C(=O)C1,0.5,-3.7,2.5,0.0,1.2,0.3,1.6,-2.3,10.2
Cc1ccc(OCC(=O)n2nc(C)cc2C)c(C)c1,-5.4,-4.4,0.1,0.2,-4.6,3.1,-9.6,-4.1,8.9
COc1ccc(N2C(=O)C3C4C=CC(c5ccccc5)(C3C2=O)C2C(=O)N(c3ccc(OC)cc3)C(=O)C42)cc1 (stereo not given),-5.4,-6.7,0.2,0.1,13.0,3.1,0.0,-9.8,18.2
O=C(CNC(=O)C1COc2ccccc2O1)N/N=C\c1cccc(O)c1 (stereo not given),0.0,-0.7,-1.5,7.6*,-1.7,0.2,0.1,-1.9,-5.2
COc1ccc(NC(=O)CC2C(=O)N(Cc3ccccc3)C(=S)N2CCN2CCOCC2)cc1 (stereo not given),-4.3,-6.3,-2.5,0.0,-4.7,2.3,0.3,2.6,9.3
CCC1CCCCN1C(=S)NC(=O)c1cc(Br)ccc1Cl (stereo not given),-3.1,5.7,.,-0.2,.,2.3,.,.,1.6
Cc1cc(C)c(NC(=O)c2ccccc2C(=O)c2ccccc2)c(C)c1,-1.7,8.1,2.4,-0.1,8.1,0.6,1.3,2.5,-5.3
Cc1cc(NC(=S)NC(=O)c2ccco2)c2ccccc2n1,-1.3,1.9,1.9,-0.1,8.2,0.9,-3.0,9.9,-2.3
CNC(=O)c1ccc2snnc2c1,-1.8,-5.7,-1.1,-0.1,-13.1,1.1,5.4,-3.7,0.1
CCCCCC(O)(CCN1CCCCC1)c1ccc(OCC)cc1 (stereo not given),0.6,4.2,-0.6,0.0,-0.1,-1.9,6.9,7.1,9.2
O=C(CC1OC(=O)c2ccccc21)Nc1cc(S(=O)(=O)N2CCOCC2)ccc1OCC(F)(F)F (stereo not given),-5.5,-6.2,4.1,0.2,-2.1,4.6,3.3,-10.9,13.0
CC(=O)c1ccc(NS(=O)(=O)c2ccc3c(c2)N(C)CCO3)cc1,-2.9,-2.0,1.9,0.2,-13.9,1.9,1.2,2.6,9.1
O=C(Nn1cnc2ccccc2c1=O)c1ccccc1[N+](=O)[O-],-0.9,4.8,-4.8,0.0,2.9,-1.2,-2.5,2.7,-11.8
CCCc1ncc(C(O)c2ccccc2OC)n1C (stereo not given),-4.7,12.2,-1.2,0.0,1.0,-2.3,1.6,0.7,-9.0
O=C(CSc1ccc(-c2ccco2)nn1)c1ccc(F)cc1,3.2,17.8,2.9,0.1,16.7,-0.6,1.4,13.3,-1.3
CCCCN(C)CCNC(=O)c1ccc2c(c1)NC(=O)C(N1CCCCC1)S2 (stereo not given),2.8,3.6,3.9,0.1,-4.8,2.8,-2.5,-16.4,-47.8
O=C(C1CC1)N1CCN=C1SCc1ccccc1Cl,-3.3,-7.9,1.4,-0.1,1.5,1.3,-1.7,8.4,2.1
COc1ccc(C2C(C(C)=O)=C(C)N=c3s/c(=C\c4ccco4)c(=O)n32)c(OC)c1 (stereo not given),1.1,0.8,18.8,0.2,9.1,3.7,5.9,-7.8,18.6
CCOC(=O)N1CCN(C(=O)CS(=O)(=O)c2cn(Cc3ccc(Cl)cc3)c3ccccc23)CC1,-3.3,4.0,-2.3,0.1,12.9,0.3,-3.2,-2.4,15.7
O=C(CSc1nnc(-c2ccccc2)o1)NC1CC1,-8.7,-5.1,-0.1,-0.1,3.0,-4.2,-3.6,-0.6,1.0
CCCc1cc(C(=O)N2CCC(N3CCC(C(=O)NC(C)C)CC3)CC2)n(C)n1,-0.3,-6.3,1.7,0.0,-6.8,1.2,-1.0,4.5,-1.5
O=C(NCc1ccc(F)cc1)c1ccc[nH]1,-2.9,-5.5,3.7,0.0,-4.0,1.3,-0.3,2.8,8.1
O=c1[nH]nc(-c2ccccc2)cc1-c1ccccc1,-1.9,-13.1,-1.3,0.1,2.5,0.3,-3.4,-1.1,-3.8
COc1ccccc1N1CCN(c2ccc([N+](=O)[O-])cc2Cl)CC1,-2.5,1.9,-2.5,-0.2,7.5,4.9,0.0,38.2*,12.5
O=C(CSCC(=O)OCn1nnc2ccccc2c1=O)Nc1ccc(Cl)cc1,-5.0,8.8,-4.4,0.1,12.6,2.7,-47.2,-3.6,-25.7
Cc1cc(NC(=O)CSc2nc3c([nH]c4ccccc43)c(=O)n2-c2ccccc2F)no1,-5.3,-2.0,0.7,1.1,11.0,-0.2,-0.8,3.6,8.2
COc1ccc(CCNC(=O)CSc2nc3ccccc3o2)cc1,-0.6,-9.5,0.3,0.4,-0.1,2.7,-1.4,-2.2,-3.8
NC(=O)C1CCN(C2=C(NS(=O)(=O)c3ccc(Br)cc3)C(=O)c3ccccc3C2=O)CC1,2.0,6.3,-3.1,0.4,-29.8,2.9,-2.4,-19.8,17.6
CC(CC(=O)Nc1ncc([N+](=O)[O-])s1)c1ccccc1 (stereo not given),-3.0,-1.1,3.0,0.0,1.4,1.3,0.4,1.0,3.0
CCN(CC)S(=O)(=O)c1ccc(S(=O)(=O)N2CCCC(C(=O)NC3CC3)C2)cc1 (stereo not given),-0.1,12.6,-3.8,-0.2,2.2,0.1,-1.1,3.2,4.3

# Rewritten with values under each structure: part of the list above
# Below each compound: PP1 inh, ZTA DNA inh, TPT1 inh, Efflux pump inh, HCV core dimer, PP5 primary, Fh CTSL1 inh, EBNA-1 inhibitor, PREPL inhibitor
CCOC(=O)N1CCN(C(=O)c2ccc3c(=O)n(CCC4=CCCCC4)c(=S)[nH]c3c2)CC1
 : -4.7, -3.6, 1.6, -0.1, 16.4, 0.2, 0.4, 2.0, 0.7
CC(OC(=O)C1=NNC(=O)CC1)C(=O)Nc1ncc(Cl)cc1Cl (stereo not given)
 : -2.4, -6.6, -1.8, 0.1, -0.8, -0.2, -4.0, -4.6, 13.7

# Some of the compounds tested (hit frequency here may not be typical).
